Screening data: PubChem BioAssay, National Center for Advancing Translational Sciences (NCATS)
Tau fluor cs: Counterscreen qHTS for Inhibitors of Tau Fibril Formation, Fluorescence Polarization. tau K18 P301L Alexa594 fluorescence, heparin fibrillization. Potency, µM (doses to about 57.7 µM), without a hit: at the top dose activity change, negative = decrease. hit rate 0.93% among 280,000. AID 1463, 2008; further: on the % scale 0 is the no-effect control and ±100 the full control effect; nearly all actives have a fitted effect of over 55% in size
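Human K18 P301L tau (15 uM unlabeled plus 0.24 uM Alexa 594-labeled, final) in 100 mM sodium acetate pH 7 was mixed with compound and 20 uM heparin and incubated 6 hr at 37 C.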
HTT cytoprotect: qHTS Multiplex Assay to Identify Dual Action Probes in a Cell Model of Huntington: Cytoprotection (ATP); PC12 HTT-Q103 induced, cytoprotection, ATP luminescence, 40 h; Potency, µM (titrated, usually from 56.4 µM), for the others: cytoprotection (ATP increase), most hits filed as activators; hit rate 0.14% among 230,000; AID 1471, 2008;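 further: % of control where 0% means no effect; nearly all actives have a fitted effect of over 45% in size; toxic huntingtin expression switched on by the ecdysone agonist tebufenozide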
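Compounds were screened for protection of PC12 cells against cell death after tebufenozide induction (100 nM final) of mutant Huntingtin exon 1 (Q103) fused to GFP.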
Tau fibril ThT: qHTS for Inhibitors of Tau Fibril Formation, Thioflavin T Binding; recombinant tau K18 P301L, heparin-induced fibrillization, ThT fluorescence; AID 1460, 2008; Potency, µM (series often up to 57.4 µM), for the others: at the highest dose activity, negative = inhibition, usual class: inhibitors; hit rate 2.1% among 270,000; Microtubule-associated protein tau (Homo sapiens), P10636; further: on the % scale 0 is the no-effect control and ±100 the full control effect; nearly all actives have a fitted effect of over 55% in size
Target sequence (P10636 561-689 P618L limits assumed): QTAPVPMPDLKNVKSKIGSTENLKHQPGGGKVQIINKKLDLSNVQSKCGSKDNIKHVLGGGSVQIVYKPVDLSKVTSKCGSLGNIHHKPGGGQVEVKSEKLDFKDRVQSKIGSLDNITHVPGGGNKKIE
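Fibril formation assay: tau K18 P301L at 15 uM with trace Alexa 594 label, heparin inducer 20 uM, pH 7 sodium acetate buffer, 37 C for 6 hr; endpoint ThT signal.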
GAA inh: qHTS Assay for Inhibitors of Human alpha-Glucosidase as a Potential Chaperone Treatment of Pompe Disease | Potency, µM (top dose mostly 76.9 µM), for inactives: at the highest dose activity change, negative = inhibition, most hits filed as inhibitors | purified human GAA, 4-MU-alpha-glucoside fluorescence | hit rate 0.005% among 200,000 | AID 1466, 2008 | Lysosomal alpha-glucosidase (Homo sapiens), P10253;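 further: plate controls were uninhibited enzyme wells for no effect and no-enzyme background for full effect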
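Human alpha-glucosidase, 4 nM, pre-mixed with test compounds before 400 uM 4-methylumbelliferyl substrate; 20 min room temperature at pH 5.0. Fluorescence read after pH 10 stop; AC50 values from Hill-equation fits.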
GAA spleen mod: qHTS Assay for Inhibitors and Activators of Human alpha-Glucosidase From Spleen Homogenate; Lysosomal alpha-glucosidase (Homo sapiens), P10253; human spleen homogenate, 4-MU-alpha-glucoside fluorescence; Potency, µM (highest dose often 79.9 µM), inactives show at the highest dose activity change, negative = inhibition, most hits filed as inhibitors; hit rate 0.006% among 240,000;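 further: 0% = enzyme with vehicle and -100% = no enzyme basal signal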
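Enzyme source: human spleen homogenate, 1 ug/well. Buffer 50 mM citric acid/K phosphate pH 5.0, 0.01% Tween-20. 4-MU-alpha-glucoside 1 mM; 37 C x 40 min; NaOH/glycine stop; fluorescence.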
Tau fibril FP: qHTS for Inhibitors of Tau Fibril Formation, Fluorescence Polarization. K18 P301L tau heparin fibrillization, Alexa594 FP, 6 h. Potency, µM (doses to about 57.7 µM), without a hit: top-dose activity, negative = inhibition, most hits filed as inhibitors. hit rate 0.39% among 280,000; further: on the % scale 0 is the no-effect control and ±100 the full control effect; nearly all actives have a fitted effect of over 55% in size
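Compound effects on tau fibrillization are measured by Alexa 594 fluorescence polarization (ex 555, em 632 nm). K18 P301L tau is used at 15 uM with 0.24 uM labeled tracer, and 20 uM heparin induces aggregation over 6 hr at 37 C.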
aGal spleen mod: qHTS Assay for Inhibitors and Activators of Human alpha-Galactosidase From Spleen Homogenate; hit rate 0.008% among 240,000; human spleen homogenate, 4MU-alpha-Gal fluorescence, 40 min; Potency, µM (doses to about 80 µM), inactives show at the highest dose activity change, negative = inhibition, actives largely listed as inhibitors; AID 2107, 2009;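 further: 0% = enzyme with vehicle and -100% = no enzyme basal signal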
Target sequence (P06280 32-429 limits assumed): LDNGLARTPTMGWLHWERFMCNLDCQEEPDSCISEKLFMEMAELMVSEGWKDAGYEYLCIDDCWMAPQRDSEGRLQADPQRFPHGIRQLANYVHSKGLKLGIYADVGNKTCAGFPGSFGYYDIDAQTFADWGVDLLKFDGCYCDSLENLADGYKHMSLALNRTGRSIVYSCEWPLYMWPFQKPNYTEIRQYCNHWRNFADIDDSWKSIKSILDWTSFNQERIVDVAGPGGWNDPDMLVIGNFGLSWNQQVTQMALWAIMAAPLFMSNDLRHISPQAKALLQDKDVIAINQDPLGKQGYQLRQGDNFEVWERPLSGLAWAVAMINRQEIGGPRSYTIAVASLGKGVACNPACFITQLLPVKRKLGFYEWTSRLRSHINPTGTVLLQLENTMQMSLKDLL
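Human spleen homogenate (1 ug) was the enzyme source, with 4-methylumbelliferyl-alpha-D-galactopyranoside (1 mM final) in pH 5.0 citrate buffer with 0.01% Tween-20. Compounds were titrated; after 40 min at 37C, NaOH/glycine stop, 4-MU fluorescence read; AC50 from Hill fits.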
GAA glycogen mod: qHTS Assay for Inhibitors and Activators of Human alpha-Glucosidase Cleavage of Glycogen. Lysosomal alpha-glucosidase (Homo sapiens), P10253. recombinant GAA, glycogen substrate, Amplex Red glucose oxidase fluorescence. Potency, µM (highest dose often 76.4 µM), without a hit: at the top dose activity change, negative = inhibition, usual class: inhibitors. hit rate 0.38% among 300,000;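 further: 0% = full enzyme reaction and -100% = no-enzyme basal signal; the screen sought inhibitors and activators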
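Recombinant human alpha-glucosidase (4 nM final) hydrolysed bovine liver glycogen (30 ug) for 40 min at 37 C in pH 5.0 citrate/phosphate with 0.01% Tween-20. Released glucose detected by glucose oxidase/Amplex Red, Ex 573/Em 610 nm. Compounds up to 77 uM; AC50 from Hill fits.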
* = called active by the depositor; u = inconclusive; x = not tested or not shown; & = joins results of further samples; [ ] = dose if it differs, or a comment. The call rests on the fitted dose curve; in most records, active means well fitted curve in the direction sought with a large enough effect; inconclusive means small, poorly fitted or top-dose-only effect, or another doubt; inactive means no such curve, though single readings can be large; an effect the other way counts as inactive or inconclusive. Potency means the concentration at half of the fitted maximal effect.

Every second line gives: GAA spleen mod, HTT cytoprotect, Tau fibril FP, GAA glycogen mod, Tau fluor cs, aGal spleen mod, Tau fibril ThT, GAA inh
(1) CC(C)(C)C1CCC(=NNc2ccc(S(N)(=O)=O)cc2[N+](=O)[O-])CC1 (configuration not stated)
    -2%, -4%[10 µM], 11%, u, u, -17%, 13µM*, -2%
(2) COc1ccc(NC(=O)C2CCCN(S(=O)(=O)c3c(C)n[nH]c3C)C2)cc1 (configuration not stated)
    3%, -15%, -4%, 4%, -9%, 5%, u, u
(3) COc1ccccc1NC(=O)CSc1nnc(CC(=O)Nc2ccccc2)n1C
    3%, -15%, -1%, 0%, -5%, -5%, -3%, 0%
(4) COC(=O)c1cc(C(=O)NCCCN2CCOCC2)cc([N+](=O)[O-])c1
    0%, -5%, 6%, 1%, 5%, 4%, 0%, 6%
(5) COCCn1nnnc1C(c1cc2c(C)cc(C)cc2[nH]c1=O)N1CCCCCC1 (configuration not stated)
    9%, -19%[10 µM], u, u, -23%, 3%, u, u
(6) CCOC(=O)Cc1csc(NC(=O)CSc2nnc3ccccn23)n1
    1%, 12%[10 µM], 3%, 3%, -7%, -4%, -9%, -9%
(7) CCn1c(SCC(=O)NCC2CCCO2)nnc1-c1ccccc1 (configuration not stated)
    3%, 0%[10 µM], -2%, 5%, -13%, 4%, -10%, -9%
(8) Cn1c(=O)c2nc(-c3ccc(Cl)cc3Cl)oc2c2ccccc21
    -13%, -3%[10 µM], -1%, 1%, -3%, 0%, -11%, u
(9) C=C(C)CNC(=S)Nc1ccc(S(=O)(=O)Nc2cnc3ccccc3n2)cc1
    -6%, 9%[10 µM], -1%, -11%, 4%, -6%, 6%, -14%
(10) C=CCc1cccc2cc(C(=O)N(CC)CC)c(=O)oc12
    -4%, -2%, -3%, 2%, -3%, -3%, -7%, 1%
(11) Cc1cc(C(=O)OCC(=O)NC(=O)c2cccn2C)c2ccccc2n1
    2%, 3%[10 µM], -2%, 4%, -4%, 2%, -1%, -4%
(12) Cc1ccc(S(=O)(=O)NC2CCCCC2)c(C)c1NS(C)(=O)=O
    -3%, -27%, -3%, -6%, -3%, 2%, 0%, 6%
(13) Cc1ccc(C)c(NC(=O)CN2C(=O)CNC2=O)c1
    -7%, -9%, 10%, -15%, -1%, -4%, -5%, -1%
(14) CC(C)CN(C(=O)COC(=O)c1ccccc1SCC(=O)NC1CCCCCC1)C1CCS(=O)(=O)C1 (configuration not stated)
    -5%, 29%[10 µM], 3%, 5%, -2%, 0%, -9%, -3%
(15) CC(C)C[C@@H](C=O)NC(=O)[C@H](CC(C)C)NC(=O)[C@H](CC(C)C)NC(=O)OCc1ccccc1
    -7%, 21%, 0%, x, 5%, -10%, -6%, x
(16) O=C(NCc1ccccc1)Nc1cccc2ccccc12
    5%, -21%[10 µM], -1%, 1%, 2%, 8%, 1%, -13%
(17) CC(C)Oc1ccc(C(=O)NC2=NCCS2)cc1
    0%, -221%[inhibitor], -7%, -2%, -15%, 4%, -11%, -3%
(18) N#Cc1ccccc1-c1ccc2ncnc(N3CCNCC3)c2c1
    2%, -8%, u, x, -14%, -2%, -5%, x
(19) COc1ccc(Cl)cc1CN1CCOCC1
    -4%, -11%[10 µM], -1%, 6%, 5%, 2%, 9%, x
(20) C=CCNC(=O)c1onc(CSc2ccccc2)c1C(=O)O
    -13%, 1%, -5%, -6%, -5%, 1%, 4%, 13%
(21) COc1ccc2nc(NC(=O)c3ccc(-c4cccc([N+](=O)[O-])c4)o3)sc2c1
    -4%, -11%[10 µM], 5%, 3%, 1%, 2%, 9%, 5%
(22) COc1ccc(CNC2C[C@H]3CCCC(=O)N4CC[C@@H](C2)[C@@H]34)cc1 (some centres not stated)
    0%[119 µM], u, -1%[81.3 µM], x, -2%[81.3 µM], -6%[119 µM], -1%[81.4 µM], x
(23) CCc1ccc(-c2nc(CS(=O)CC(=O)O)c(C)o2)cc1 (configuration not stated)
    5%, 9%[10 µM], -15%, 4%, -26%, 8%, x, x
(24) CC(Oc1cccc(Cl)c1)C(=O)Nc1ccc([N+](=O)[O-])cn1 (configuration not stated)
    0%, -2%[10 µM], -2%, 7%, -22%, -7%, -8%, 4%
(25) O=c1c(=O)n2c(nn1Cc1ccc(F)cc1)sc1ccccc12
    2%, -8%[10 µM], -5%, 4%, -7%, 4%, -12%, x
(26) CCOc1cc(/C=C2\C(=O)N(Cc3ccc(C)cc3)C(C)=C2C(=O)OC)ccc1O
    0%, -48%[inhibitor], u, 18µM*, u, 7%, 25µM*, 1%
(27) O=C(O)/C=C/c1ccccc1[N+](=O)[O-]
    1%, 13%[10 µM], -7%, 4%, -17%, 7%, u, x
(28) O=C(Cc1ccccc1)Nc1cccnc1
    5%, x, -1%, 29%, 6%, -2%, 5%, 0%
(29) Oc1ccc2[nH]ccc2c1
    -15%, -5%, 9%, 14µM*, -8%, 20%, -10%, -2%
(30) CCc1cccc(CC)c1NC(=O)c1cc(S(=O)(=O)N2CCc3ccccc32)cn1C
    x, x, 9%, -9%[76.3 µM], u, x, -7%, x

Profiles as entered above.
Profile of `COc1ccc(CNC2C[C@H]3CCCC(=O)N4CC[C@@H](C2)[C@@H]34)cc1` (some centres not stated) : GAA spleen mod: 0%[119 µM]; HTT cytoprotect: u; Tau fibril FP: -1%[81.3 µM]; GAA glycogen mod: x; Tau fluor cs: -2%[81.3 µM]; aGal spleen mod: -6%[119 µM]; Tau fibril ThT: -1%[81.4 µM]; GAA inh: x
Profile of `Oc1ccc2[nH]ccc2c1` : GAA spleen mod: -15%; HTT cytoprotect: -5%; Tau fibril FP: 9%; GAA glycogen mod: 14µM*; Tau fluor cs: -8%; aGal spleen mod: 20%; Tau fibril ThT: -10%; GAA inh: -2%

(listing goes on)
Every second line gives: GAA spleen mod, HTT cytoprotect, Tau fibril FP, GAA glycogen mod, Tau fluor cs, aGal spleen mod, Tau fibril ThT, GAA inh
(31) O=C(COC(=O)Cc1cccs1)Nc1ccccc1Cl
    0%, -26%, 0%, 5%, -5%, 0%, -14%, -6%
(32) Cc1ccc(C)c(S(=O)(=O)N2CCN(CC(=O)Nc3ccc4c(c3)CCC4)CC2)c1
    2%, -26%[10 µM], 11%, -2%, -13%, 7%, -14%, u
(33) CC1CCN(S(=O)(=O)c2ccc(N/N=C(/C#N)C(N)=O)cc2)CC1
    -13%, -34%, -7%, 7%, -30%, -4%, u, -12%
(34) O=C1C2CSCN2C(=O)CN1CCCN1CCN(C(c2ccccc2)c2ccccc2)CC1 (configuration not stated)
    4%, x, 7%, -8%, -1%, 12%, 1%, 9%
(35) Cc1ccc(NC(=O)CCl)c(C)c1
    -7%, -33%[inhibitor], 0%, 11%, -2%, 0%, -9%, -2%
(36) Cc1ccc(O)c(NC(=O)c2cccc(NC(=O)c3ccco3)c2)c1
    1%, 0%, 3%, 13µM*, -25%, 5%, u, -6%
(37) CN(C)S(=O)(=O)c1cc([N+](=O)[O-])ccc1N1CCCCCC1
    -13%, -59%[inhibitor], -7%, -4%, -22%, -8%, -18%, 3%
(38) O=C(NC(=S)Nc1ncccn1)c1ccccc1Cl
    -3%, -9%[10 µM], 2%, -22%, 8%, 4%, 0%, -7%
(39) CCn1cc(C(=O)O)c(=O)c2cc(F)c(N3CCNCC3)cc21
    1%, -31%[inhibitor], 8%&9%, 4%, -6%&0%, 3%, -3%&2%, 3%[15.4 µM]
(40) COCCN1C(=O)C(=O)/C(=C(/O)c2ccc(S(=O)(=O)N3CCOCC3)cc2)C1c1cccc(Cl)c1 (configuration not stated)
    -3%, 11%[10 µM], -3%, 3%, -9%, -4%, -13%, x
(41) CC(C)N1CCC(N2CCN(CCCc3ccccc3)CC2CCO)CC1 (configuration not stated)
    7%, -3%[10 µM], u, 9%, -1%, 2%, 5%, 3%
(42) CC1CCCCN1Cc1c(O)ccc2c(=O)c(-c3nc4ccccc4s3)coc12 (configuration not stated)
    0%, -4%[10 µM], 6%, -5%, -14%, 5%, -23%, -6%[15.4 µM]
(43) Cc1ccc(NC(=O)CCC(=O)NNC(=O)c2ccco2)c(C)c1
    -7%, 2%, 4%, -2%, 2%, -7%, 3%, 6%
(44) Cc1ccc(NC(=O)CSc2nnc(-c3ccccn3)n2N)cc1F
    6%, -3%[10 µM], -5%, 1%, -23%, 1%, u, x
(45) CC(=O)NS(=O)(=O)c1ccc(NC(=S)NC(=O)CC(C)C)cc1
    -1%, -11%[10 µM], -2%, 7%, 9%, -1%, 5%, 9%
(46) COc1cccc(CN(C)CC(=O)NC(=O)NCc2ccccc2)c1
    0%, x, 4%, 1%, -5%, 1%, -6%, -3%
(47) CCc1ccccc1NC(=O)Cn1c(=O)n(C(C)C)c(=O)c2oc3ccccc3c21
    x, x, -4%, -24%[76.3 µM], 3%, x, 5%, x
(48) Fc1ccc(OCCn2cnc(Cl)c2Cl)cc1
    -2%, 13%[10 µM], -6%, 2%, -8%, 2%, 0%, x
(49) CC1CCN(C(=O)c2cccc(S(=O)(=O)N3CCCCC3)c2)CC1
    -2%, -4%, 3%, -4%, 0%, -5%, -3%, -2%
(50) COC(=O)c1ccc(N(C(=O)CNC(=O)c2ccco2)C(C(=O)NC2CCCC2)c2ccco2)cc1 (configuration not stated)
    -12%, -2%[1.9 µM], -5%, 5%, -4%, 2%, -8%, 3%
(51) O=[N+]([O-])c1ccc(/C=N/Nc2nc(N3CCOCC3)nc(N3CCOCC3)n2)cc1
    -14%, u, 4%, -5%, -3%, -3%, -9%, 3%
